KDM5B inhibitor: Primary screen for KDM5B Histone Demethylases FDH-coupled qHTS | AID 1347165, 2019 | 220,000 compounds, 2.6% hits | KDM5B demethylase, FDH-coupled NADH fluorescence (FDH is formaldehyde dehydrogenase) | Potency, µM (titrated, usually from 57.7 µM), inactives show at the top dose activity change, negative = inhibition, most hits filed as inhibitors | Lysine-specific demethylase 5B (Homo sapiens), Q9UGL1; active = well fitted inhibition curve with a large enough effect; inconclusive = small, poorly fitted or top-dose-only effect; inactive = no such curve, though single readings can be large or run the other way; note: 0% is about no effect; nearly all actives have a fitted effect of over 70% in size
Target sequence (Q9UGL1 whole entry, looked up): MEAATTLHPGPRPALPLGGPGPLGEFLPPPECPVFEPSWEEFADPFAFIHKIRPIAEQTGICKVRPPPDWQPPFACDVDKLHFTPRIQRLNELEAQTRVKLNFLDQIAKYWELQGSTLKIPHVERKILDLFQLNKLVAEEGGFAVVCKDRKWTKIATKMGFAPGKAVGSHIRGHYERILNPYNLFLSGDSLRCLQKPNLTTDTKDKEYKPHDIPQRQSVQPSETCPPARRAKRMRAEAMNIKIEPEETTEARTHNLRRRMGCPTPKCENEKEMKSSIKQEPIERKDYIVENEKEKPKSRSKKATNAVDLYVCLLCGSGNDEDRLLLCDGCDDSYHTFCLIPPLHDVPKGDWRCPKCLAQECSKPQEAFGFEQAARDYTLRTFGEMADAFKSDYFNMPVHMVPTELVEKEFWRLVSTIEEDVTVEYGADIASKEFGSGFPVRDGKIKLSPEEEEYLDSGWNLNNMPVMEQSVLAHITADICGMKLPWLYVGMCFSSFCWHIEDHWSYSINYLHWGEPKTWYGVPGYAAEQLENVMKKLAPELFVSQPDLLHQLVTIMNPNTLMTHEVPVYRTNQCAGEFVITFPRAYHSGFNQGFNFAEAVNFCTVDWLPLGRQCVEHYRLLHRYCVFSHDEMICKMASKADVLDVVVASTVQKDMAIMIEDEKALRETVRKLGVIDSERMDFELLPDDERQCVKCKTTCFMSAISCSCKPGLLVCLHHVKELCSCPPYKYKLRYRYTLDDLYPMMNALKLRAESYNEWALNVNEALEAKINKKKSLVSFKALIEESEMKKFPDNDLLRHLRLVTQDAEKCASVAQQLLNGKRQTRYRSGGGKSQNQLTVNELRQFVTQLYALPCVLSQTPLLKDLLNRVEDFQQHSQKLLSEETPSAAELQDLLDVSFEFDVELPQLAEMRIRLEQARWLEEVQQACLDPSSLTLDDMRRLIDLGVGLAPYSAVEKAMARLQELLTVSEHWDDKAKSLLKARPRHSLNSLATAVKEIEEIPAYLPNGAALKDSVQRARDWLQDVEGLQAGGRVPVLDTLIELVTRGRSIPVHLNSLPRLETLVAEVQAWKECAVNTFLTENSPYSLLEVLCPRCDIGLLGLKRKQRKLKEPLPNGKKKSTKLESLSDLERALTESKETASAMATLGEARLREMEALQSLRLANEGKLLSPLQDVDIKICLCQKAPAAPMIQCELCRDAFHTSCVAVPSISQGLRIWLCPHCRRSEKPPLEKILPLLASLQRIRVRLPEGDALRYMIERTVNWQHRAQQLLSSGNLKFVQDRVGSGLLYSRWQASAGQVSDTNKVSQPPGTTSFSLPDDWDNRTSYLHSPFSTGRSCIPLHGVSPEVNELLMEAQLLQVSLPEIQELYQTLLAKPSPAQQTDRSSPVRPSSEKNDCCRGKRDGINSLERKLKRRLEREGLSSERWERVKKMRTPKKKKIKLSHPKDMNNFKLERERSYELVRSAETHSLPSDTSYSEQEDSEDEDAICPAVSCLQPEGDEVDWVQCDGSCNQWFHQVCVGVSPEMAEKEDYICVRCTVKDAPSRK
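Here, H3K4me3 peptide (12.5 µM in substrate mix) is demethylated by KDM5BΔAP, 200 nM final, after 10 min compound exposure. Formaldehyde product is coupled through FDH (0.25 U/mL in mix) to NADH fluorescence; 30-min ΔRFU feeds dose-response curves.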
The depositor's hits bear a star; i = inactive; ? = inconclusive; [ ] = remark or other dose. Potency is the fitted concentration of half-maximal effect. This is a subset; the hit share may differ from the screen's.

No.	canonical_smiles	KDM5B inhibitor
1	Cc1ccc(C(=O)C(C)OC(=O)Cc2n[nH]c(=O)c3ccccc23)cc1C (centres undefined)	15%
2	Cn1c(=O)c(=O)n(C)c2cc(S(=O)(=O)N3CCCC3C(=O)Nc3ccc(F)cc3)ccc21 (centres undefined)	?
3	Cc1ccc(N=C2NN=C(c3ccc4c(c3)CC(C)N4S(C)(=O)=O)CS2)c(C)c1 (centres undefined)	-2%
4	CC(C)(C)c1cnc([C@@H]2COCCN2Cc2ccccc2O)[nH]1	-16%[86.2 µM]
5	CCn1cnnc1-c1nn(C)c2c1CN(C(=O)Cc1c[nH]c3ccccc13)CC2	-30%
6	COc1ccc(C(=O)N2CC(c3ccccc3)CC2=O)cc1 (centres undefined)	36%
7	COC(=O)c1cc2sccc2n1CC(=O)Nc1ccc(OC)c(OC)c1	-23%
8	COc1ccc(Oc2coc3cc(OC(=O)c4ccc(OC)c(OC)c4)ccc3c2=O)cc1	-10%
9	CCC(=O)N1CCC2(CC1)c1[nH]c3ccc(OC)cc3c1CCN2C	?
10	CCOC(=O)c1cc2cc(Br)ccc2oc1=O	10%
11	O=C(N1CCCCCC1CN1CCOCC1)C1(c2ccccc2)CC1 (centres undefined)	-18%
12	CN(CCc1nc2ccc(Cl)cc2[nH]1)c1cc(C2CC(O)C2)nc(N)n1 (centres undefined)	73%[activator]
13	O=C1C[C@H]2CC[C@@H](CN1CC(=O)N(Cc1c(F)cccc1Cl)C1CC1)N2	13%
14	CCOC(=O)c1c(NC(=O)CSc2ncnc3ccccc23)sc2c1CCCC2	13%
15	O=C(CN1C2=NCCN2c2ccccc21)c1ccc(Cl)cc1Cl	5%
16	C(#Cc1ccccc1)C[N+]1(CC#Cc2ccccc2)CCCC1	20%
17	CC(C)c1ccc(NC(=O)C2CCCN(S(=O)(=O)c3ccc(Br)s3)C2)cc1 (centres undefined)	-20%
18	NC(=O)c1ccc(CN(C(=O)/C=C/c2cccs2)C2CC2)cc1	15%
19	O=C(N[C@@H]1CCN(C(=O)c2ccc3c(c2)OCO3)C[C@H]1O)c1cnccn1	5%
20	N#Cc1ccc(CN2CC[C@@H]3OCC(=O)N(c4ccccc4)[C@H]3CC2)cc1	-17%[86.2 µM]
21	O=C(O)CCC(=O)N1CCOCC1	10%
22	Cc1cc(OCC(=O)N(Cc2ccc(N(C)C)cc2)C2CCS(=O)(=O)C2)cc(C)c1Cl (centres undefined)	?
23	COc1cccc(CN2C[C@@H]3C(=O)N(CCN4CCc5ccccc5C4)C(=O)[C@@H]3C2)c1OC	-28%
24	O=C(CCc1ncc(-c2ccccc2F)o1)NCCN1CCOCC1	14%
25	Cc1c(NC(=O)Nc2cccc(C(F)(F)F)c2)c(=O)n(-c2ccccc2)n1C	-4%
26	CCC1(CC)NC(=O)N(Cc2coc(-c3cccc(F)c3)n2)C1=O	-1%
27	N#Cc1cc2n(n1)CCCN(C(=O)CC(c1ccccc1)c1ccco1)C2 (centres undefined)	11%
28	COc1ccc(C(=O)N2CCC(c3nn(-c4ccc(Cl)cc4)c(=O)[nH]3)CC2)cc1	-5%
29	CCCCCn1c(=O)[nH]c2cc(C(=O)NCc3ccccc3)ccc2c1=O	-4%
30	COc1ccc(N(CC(=O)N2CCN(c3ccc(F)cc3)CC2)S(=O)(=O)c2c(C)nn(C)c2C)cc1	9%
31	O=C(O)CC1(CC(=O)Nc2ccc3c(c2)OCCCO3)CCCCC1	21%
32	COc1ccc2nc(C)cc(SCC(NC(=O)CN(C)C)C(=O)O)c2c1 (centres undefined)	?
33	Cc1noc(-c2nc(-c3ccc(OC(C)C)cc3)no2)n1	13%
34	CCOP(=O)(OCC)c1nc(-c2ccc(Br)cc2)oc1N1CCCCC1	?
35	O=C1CNC(=S)N1C1CCCCCC1	11%
36	Cc1ccc2c(C)c(C(=O)N3CCC(N4CCC(C(=O)NC5CC5)CC4)CC3)oc2c1	3%
37	N#CC1(NC(=O)CSc2nc3ccccc3o2)CCCCC1	-7%
38	COc1cc2c(cc1OC)C(C[C@H]1CN(C(=O)c3cccs3)CC[C@H]1CC(=O)O)=NCC2	i
39	Cc1csc2nc(COC(=O)CNC(=O)c3ccc(F)cc3)cc(=O)n12	?
40	CN1CC(=O)N(C2CCCNCC2)Cc2c(NCCO)ncnc21 (centres undefined)	?
41	CN(C)c1ccc(CN2CCC3(CN[S+](=O)([O-])c4ccccc4N3)C2)cc1 (centres undefined)	2%
42	CCOC(=O)N1CCC(NC(=O)C2CCN(Cc3nc(-c4ccccc4)no3)CC2)CC1	15%
43	COc1ccc(C2C(C(N)=O)=C(C)Nc3nc(-c4cccc(C)c4)nn32)cc1 (centres undefined)	12%
44	COc1cc(NC(=O)N2CCC3(CC2)Nc2ccccc2-n2cccc23)cc(OC)c1OC	?
45	COc1ccc([C@H]2C[C@@H](O)[C@@H](O)[C@@H]2NCc2ccc(OC)nc2)cc1	-21%[86.2 µM]
46	COc1ccc(CN2C[C@@H](F)[C@@H](OCc3nc4ccncc4[nH]3)C2)cn1	-27%[86.2 µM]
47	COc1ccc(C(=O)N[C@H]2CO[C@H]3[C@@H]2OC[C@@H]3n2nnnc2-c2cccc(OC)c2)cc1	8%
48	COCCNC(=O)C[C@@H]1C[C@H]2O[C@H](CNCc3ccccc3OC)[C@@H](O)[C@H]2O1	13%[86.2 µM]
49	Cc1ccc(S(=O)(=O)N(C)CC(=O)NCCCn2nc(C)cc2C)cc1	8%
50	CCCC1N=C2c3ccccc3N=C(SCC(=O)NCCc3ccc(Cl)cc3)N2C1=O (centres undefined)	?
51	CCNC(=O)NC(=O)C(C)N(C)CCCCc1ccccc1 (centres undefined)	-1%
52	CCc1noc(CC2CCOC3(CCN(S(=O)(=O)c4ccc(F)c(F)c4)CC3)C2)n1 (centres undefined)	17%
53	Cn1nccc1C(=O)NCC1COc2ncncc2C(=O)N1Cc1ccccc1 (centres undefined)	?
54	CCc1noc(-c2cn(C3CCN(C(=O)c4cccn4C)CC3)nn2)n1	-3%
55	CCC(=O)N1Cc2ccccc2CC2(CCCN(Cc3ccc(O)cc3)C2)C1 (centres undefined)	14%[115 µM]
56	COc1cc([C@@H]2c3cc4c(cc3[C@H](O)[C@@H](CO)[C@@H]2C(=O)NC(C)C)OCO4)cc(OC)c1OC	-27%
57	Cc1ccccc1-c1noc(-c2nnn(-c3ccc(F)cc3)c2C)n1	1%
58	CN(C)c1ccccc1NC(=O)c1cncc(Br)c1	9%
59	Cc1ccccc1-c1cc(C(=O)NCCC(c2ccccc2)c2ccccc2)c2ccccc2n1	-13%
60	CCc1cccc(Nc2nc(CSc3ccc(Cl)cc3)nc3sc4c(c23)CCC4)c1	14%

(listing goes on)
No.	canonical_smiles	KDM5B inhibitor
61	O=[N+]([O-])c1ccc(CCn2ccnc2)cc1	21%
62	CCCC(C)N1CC2(CCN(C(=O)c3cnn4ccccc34)CC2)OC1=O (centres undefined)	28µM*
63	Cc1ccc(-c2nonc2NC(=O)c2ccccc2)cc1	29%
64	CCOC(=O)NC(C(=O)NCc1ccc(OC)cc1)C(C)C (centres undefined)	18%
65	O=C(COCc1cc(-c2ccc3c(c2)OCO3)on1)Nc1cc(Cl)ccc1O	-4%
66	Cc1ccc(CC(=O)N2CCN(C(=O)C3CCCO3)CC2)cc1 (centres undefined)	3%
67	C=C(C)CC1NC2CC(C)(C)C1c1c(Br)ccc(Br)c12 (centres undefined)	15%
68	Cn1c(NCc2ccccc2F)nc2ccccc21	-7%
69	CCNC(=O)/C=C/c1ccc(C(=O)OC)cc1	-5%
70	O=S(=O)(c1ccccc1)N1Cc2ccccc2CC2(CCN(Cc3cccnc3)C2)C1 (centres undefined)	-11%[115 µM]
71	Fc1ccc(Oc2ccnc(Cl)n2)c(Cl)c1	19%
72	CCC(=O)N1CCN(c2nc3c(s2)CC(C(=O)NCC(C)C)CC3)CC1 (centres undefined)	-11%
73	COCCn1c(C)cnc1CCNC(=O)COc1ccccc1	3%
74	Cc1[nH]c2ccccc2c1CC(=O)NCc1ccccc1-n1cncn1	-17%
75	CC(C)c1nnc2ccc(N3CCCC(C(=O)O)C3)nn12 (centres undefined)	20%
76	CC(C)(C(=O)NCCC1COc2ccccc2O1)N1CCOCC1 (centres undefined)	5%
77	O=S(=O)(NCCc1cccc2cccnc12)c1ccccc1	16%
78	C#CCOc1ccc2ccccc2c1C=O	-8%
79	COc1ccc2sc(N(Cc3cccnc3)C(=O)c3cccs3)nc2c1	74%[activator]
80	Cc1ccc(C23CC4CC(C2)CC(c2csc(NC(=O)c5ccccc5)n2)(C4)C3)cc1	-11%
81	COc1ccccc1C1CC(c2ccccc2NS(C)(=O)=O)=NN1C(=O)c1ccco1 (centres undefined)	-3%
82	CC1CC(NC(=O)C2CC=CCC2C(=O)O)CC(C)(C)C1 (centres undefined)	21%
83	COC(=O)N1CCC2(C1)C(=NC1CCCC1)NC(=O)N2c1cccnc1 (centres undefined)	3%
84	CCCCc1nn2c(=O)cc(COC(=O)C3CCCCC3)nc2s1	-18%
85	COc1ccc(CCN2C(=O)N(c3ccc(C)cc3)C(=O)C2CC(=O)Nc2ccc(F)cc2)cc1 (centres undefined)	-42%
86	COC(=O)c1c(SCC(=O)Nc2cc(C)cc(C)c2)[nH]c2ccccc2c1=O	-15%
87	O=C(CCc1cccnc1)N1CCc2c(n(CCOc3ccccc3)n(-c3ccccc3)c2=O)C1	3%
88	CNC(=O)[C@@H]1CN(C(=O)c2c(F)cccc2F)C[C@H]1C1CCN(C)CC1	-10%
89	CCCCOC(=O)c1ccc(NC(=O)c2cc3c(=O)n4cccc(C)c4nc3s2)cc1	?
90	COCCn1c(C)c(C)c(S(=O)(=O)c2ccc(C)cc2)c1NC(=O)c1ccco1	-5%
91	Cc1ccc(CC(=O)N(Cc2nc(-c3ccccc3)no2)C2CCCCC2)cc1	-19%
92	Cc1ccccc1CCC1CCCNC1 (centres undefined)	19%
93	CCc1ccc(C(C)NC(=O)CN(C)Cc2ccc(C)o2)cc1 (centres undefined)	-1%
94	Cc1ccc(C(=O)N2CCN(C(=O)N3CC4CC(C3)[C@H]3CCCC(=O)N3C4)CC2)cn1 (some centres undefined)	13%
95	O=C(NCc1cccnc1)c1ccccc1NS(=O)(=O)c1ccc2[nH]c(=O)[nH]c2c1	?
96	Cc1ccc2cc(/C=C/C(=O)c3ccco3)c(Cl)nc2c1	2%
97	Cc1[nH]c2ccccc2c1C(=O)N1CCN(S(=O)(=O)c2ccccc2F)CC1	-16%
98	COCC1CN(C2CCC2)CC12CCN(C(=O)c1ccccc1C)CC2 (centres undefined)	?
99	COc1ccc(CN2CCN(C(=O)CCC(=O)c3ccc(C)s3)CC2)cc1OC	-6%
100	Cc1cccc(CNC(=O)c2c(C)noc2-c2ccccc2Cl)c1	17%

Two successive compounds out of the list so far, quoted:
No.	canonical_smiles	KDM5B inhibitor
87	O=C(CCc1cccnc1)N1CCc2c(n(CCOc3ccccc3)n(-c3ccccc3)c2=O)C1	3%
88	CNC(=O)[C@@H]1CN(C(=O)c2c(F)cccc2F)C[C@H]1C1CCN(C)CC1	-10%

KDM5B inhibitor: hit marks shown above.
No.	canonical_smiles	KDM5B inhibitor
62	CCCC(C)N1CC2(CCN(C(=O)c3cnn4ccccc34)CC2)OC1=O (centres undefined)	28µM*

The list goes on.
No.	canonical_smiles	KDM5B inhibitor
101	COc1ccc(C2(C(=O)N3CCCCCNC(=O)CC3c3ccccc3)CC2)cc1 (centres undefined)	20%
102	Cc1ccc(Cc2cn3cc(-c4ccccc4)nc3s2)cc1	?
103	COC(=O)c1ccc(Cn2c(=O)cc(C(F)(F)F)c3c(C)nn(C)c32)cc1	?
104	COc1ccc(S(=O)(=O)Nc2cc(OC(F)F)c(OC)cc2C(=O)O)cc1Br	?
105	COc1cccc(N2CCN(C(=O)CCn3ccn4nc5c(c4c3=O)CCCC5)CC2)c1	-16%
106	COc1ccc(C(NC(=O)COc2ccc(-c3ccccc3)cc2Cl)c2nccn2C)cc1 (centres undefined)	-20%
107	COc1ncccc1-c1cnc2[nH]cc(CC(=O)NC3CC3)c2c1	?
108	CCCOC(=O)COc1ccc2c(=O)c(Oc3ccccc3Br)coc2c1	-5%
109	O=C(CN1CCN(C(=O)CCc2ncc(-c3ccccc3F)o2)CC1)Nc1ccccc1Cl	-5%
110	Cc1noc(C)c1-c1cc2cc(CN(C)C)oc2c(Nc2cccc([S+](C)(=O)[O-])c2)n1	32µM*
111	OC1(c2cccc(C(F)(F)F)c2)CCN(Cc2nc(-c3cccs3)no2)CC1	15%
112	COc1ccc(NC2CCCN(C(=O)COc3ccc(C)cc3)C2)cc1 (centres undefined)	17%
113	Cc1ccc(NC(=O)N2CCCC(c3nc(-c4ccc(F)cc4)no3)C2)cc1 (centres undefined)	4%
114	COc1cccc(C(=O)Nc2sc3c(c2C(N)=O)CCCC3)c1OC(F)F	19%
115	O=C(CSc1nc(=O)n(Cc2cccnc2)c2c1CCC2)Nc1cccc(Cl)c1	-12%

Entries shown so far with an aryl thioether with sulfur outside any ring:
No.	canonical_smiles	KDM5B inhibitor
14	CCOC(=O)c1c(NC(=O)CSc2ncnc3ccccc23)sc2c1CCCC2	13%
32	COc1ccc2nc(C)cc(SCC(NC(=O)CN(C)C)C(=O)O)c2c1 (centres undefined)	?
37	N#CC1(NC(=O)CSc2nc3ccccc3o2)CCCCC1	-7%
60	CCc1cccc(Nc2nc(CSc3ccc(Cl)cc3)nc3sc4c(c23)CCC4)c1	14%
86	COC(=O)c1c(SCC(=O)Nc2cc(C)cc(C)c2)[nH]c2ccccc2c1=O	-15%
115	O=C(CSc1nc(=O)n(Cc2cccnc2)c2c1CCC2)Nc1cccc(Cl)c1	-12%
